High-throughput results from PubChem BioAssay.
EPAC1 antag = antagonists of human EPAC1; EPAC1 GEF assay, Rap1b-BODIPY-GDP exchange fluorescence; Potency, µM (highest dose often 115 µM), for the others: at the top dose activity change, negative = inhibition, usual class: inhibitors; actives 0.14% (n = 360,000); AID 720709;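 also: plate controls were vehicle for no effect and positive control for full effect; nearly all actives have a fitted effect of over 50% in size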
EPAC2 ag = agonists of human EPAC2 (RAPGEF4) | Potency, µM (titrated, usually from 154 µM), for the others: top-dose activation, hits mostly activators | actives 0.079% (n = 360,000) | AID 720711 | Q8WZA2 | EPAC2 activation, biochemical qHTS; response scale: 100% = 6.5 mM cAMP response; also: nearly all actives have a fitted effect of over 50% in size
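Setup: EPAC2 100 nM, labeled Rap1B complex 250 nM, free GDP 50 uM. Compound titrations pinned in, brief spin, 5 min room temperature incubation. Kinetic fluorescence read over 30 min, normalized to 6.5 mM cAMP.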
EPAC1 agonist = EPAC1 (human) agonism | actives 0.073% (n = 360,000) | Potency, µM (series often up to 154 µM), inactives show at the top dose activation, hits mostly activators | EPAC1 agonist qHTS, biochemical assay; response scale: 100% = response to 6.5 mM cAMP | O95398 | AID 720707; also: nearly all actives have a fitted effect of over 60% in size
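Multi-concentration qHTS readout: loss of Rap1B-bound BODIPY-GDP fluorescence driven by 100 nM EPAC1 with excess GDP (50 uM), monitored kinetically at room temperature; agonist response expressed relative to 6.5 mM cAMP.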
aSyn rescue = rescues yeast growth from alpha-synuclein toxicity; Potency, µM (series often up to 46.1 µM), for the others: at the highest dose growth rescue (activation), most hits filed as activators; Yeast expressing alpha-synuclein, growth rescue, BacTiter-Glo, 24 h; actives 0.14% (n = 370,000); also: % of control where 0% means no effect; nearly all actives have a fitted effect of over 65% in size
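Readout is rescue of growth in alpha-synuclein-expressing yeast, so inhibitors of toxicity appear as activators. Growth after 24 hr at 30 deg C in galactose medium is quantified by luminescence.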
FUS yeast rescue = rescues growth of FUS-expressing yeast; actives 0.24% (n = 390,000); S. cerevisiae FUS-expressing, growth rescue, OD600, 24 h; Potency, µM (highest dose often 76.6 µM), for the others: top-dose growth rescue (activation), usual class: activators; AID 1347120;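 also: plate controls were DMSO vehicle for no effect and reference control for full effect; nearly all actives have a fitted effect of over 55% in size; some results filed as inactive show a strong effect at the top dose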
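Galactose (2%) drives FUS expression in yeast precultured in raffinose; seeding density OD 0.005. Test compounds incubated 24hr at 30C and 99% humidity before absorbance at 600 nm was measured.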
PTHR1 agonist = activates the human parathyroid hormone receptor PTHR1; HEK293 GP2 PTHR1 cells, GloSensor cAMP luminescence, 1 h; Potency, µM (series often up to 115 µM), inactives show top-dose activation, most hits filed as activators; Q03431; actives 0.075% (n = 410,000); also: nearly all actives have a fitted effect of over 55% in size; some results filed as inactive show a strong effect at the top dose; inactives centre near -15; many of its hits are not listed in these tables
Target sequence (Q03431 whole entry, looked up): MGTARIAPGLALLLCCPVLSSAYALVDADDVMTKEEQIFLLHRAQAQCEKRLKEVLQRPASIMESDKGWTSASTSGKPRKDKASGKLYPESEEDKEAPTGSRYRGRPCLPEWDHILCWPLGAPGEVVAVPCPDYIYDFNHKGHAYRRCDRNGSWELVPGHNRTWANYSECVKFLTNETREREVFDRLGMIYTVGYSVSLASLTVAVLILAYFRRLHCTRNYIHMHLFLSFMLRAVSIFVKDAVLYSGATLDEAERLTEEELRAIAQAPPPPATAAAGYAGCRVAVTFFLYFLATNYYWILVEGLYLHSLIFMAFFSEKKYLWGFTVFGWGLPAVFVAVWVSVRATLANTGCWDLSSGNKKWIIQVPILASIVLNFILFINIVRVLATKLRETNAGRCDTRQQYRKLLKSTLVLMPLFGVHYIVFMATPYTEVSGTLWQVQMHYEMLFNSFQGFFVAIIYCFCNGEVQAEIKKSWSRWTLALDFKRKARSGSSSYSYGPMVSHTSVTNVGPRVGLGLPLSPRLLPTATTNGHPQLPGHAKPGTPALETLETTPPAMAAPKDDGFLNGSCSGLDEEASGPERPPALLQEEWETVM
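HEK-293-derived GP2 cells expressing PTHR1 and a GloSensor cAMP reporter, 3,000/well, plated overnight, given luciferin plus IBMX (each 0.5 mM as added) for 1 h at 37 °C, then compound for 1 h at 37 °C. Luminescence was read after 15 min at room temperature.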
TDP43 rescue = rescues yeast growth from TDP-43 toxicity; TDP-43 expressing yeast growth rescue, BacTiter-Glo, 24 h; Potency, µM (highest dose often 46.1 µM), for the others: at the top dose growth rescue (activation), most hits filed as activators; actives 1.8% (n = 410,000); also: % of control where 0% means no effect; nearly all actives have a fitted effect of over 50% in size
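In this qHTS, compounds that restore growth of yeast expressing TDP-43 appear as activators. Cells (OD600=0.02, galactose medium, raffinose-pregrown) are incubated with compound 24 hr at 30 deg C and growth is quantified by BacTiter-Glo.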
EPAC2 antag = blocks human EPAC2 exchange factor; Q8WZA2; actives 0.18% (n = 360,000); Potency, µM (series often up to 114 µM), inactives show at the highest dose activity, negative = inhibition, most hits filed as inhibitors; AID 720708; EPAC2 GEF exchange of Rap1B-BODIPY-GDP, fluorescence; also: % is scaled to controls: 0 for no effect and ±100 for the full control effect; nearly all actives have a fitted effect of over 45% in size; many of its hits are not listed in these tables
Numbers without * were called inactive; i = inactive; ? = inconclusive; / = no result given; [ ] = remark or other dose. Calls follow the shape of the dose curve; as a rule, active = well fitted curve in the direction sought with a large enough effect; inconclusive = small, poorly fitted or top-dose-only effect, or another doubt; inactive = no such curve, though single readings can be large; an effect the other way counts as inactive or inconclusive. Potency is read from the fitted curve at half-maximal effect. An excerpt. The share of hits here may be higher or lower than overall.

SMILES	EPAC1 antag	EPAC2 ag	EPAC1 agonist	aSyn rescue	FUS yeast rescue	PTHR1 agonist	TDP43 rescue	EPAC2 antag
CCOc1ccc2nc(NC(=O)C(NS(=O)(=O)c3cccc4nsnc34)C(C)C)sc2c1 (centres undefined)	-5.5%	8.9%	4.1%	20.3%	?	-29.0%	15.1%	18.3%
CCOC(=O)c1sc2ncn(/N=C/c3ccc(O)cc3)c(=O)c2c1C	12.9%	-2.5%	-1.1%	-2.9%	8.7%	-25.2%	-17.8%[1.82 µM]	0.7%
COc1ccc(C2CC(=O)C(C=NCCN3CCN(C(C)=O)CC3)=C(O)C2)cc1 (centres undefined)	-11.4%	-5.8%	7.9%	?	1.1%	i	9.5%	-1.6%
S=c1[nH]nc(-c2ccc(Cl)cc2Cl)n1Cc1ccccc1	-20.6%	13.9%	-11.5%	-24.3%	/	-31.2%[inhibitor]	?	-5.0%
CN(NC1OC(=O)c2ccccc21)c1ccccc1[N+](=O)[O-] (centres undefined)	1.3%	10.9%	-1.3%	0.8%	2.8%	-1.0%	-17.4%	1.4%
CCc1cccc(CC)c1NC(=S)NCC(c1cccnc1)N1CCOCC1 (centres undefined)	-5.0%	-3.6%	3.1%	-5.6%	-2.2%	i	1.7%	6.0%
O=S(=O)(Nc1ccc2c(c1)OCCO2)c1ccc(Br)s1	9.8%	12.1%	-4.4%	-4.1%	18.2%	-4.4%[57.5 µM]	?	9.0%
CC(=O)NS(=O)(=O)c1ccc(NC(=O)c2cc(-c3ccc(C)c(C)c3)nc3ccccc23)cc1	-7.3%	-6.7%	-8.3%	-0.3%	?	-1.1%	-14.3%	?
CCCOc1ccc(C2c3c(oc4cc(C)c(C)cc4c3=O)C(=O)N2CCCN2CCOCC2)cc1 (centres undefined)	-1.8%	4.2%	-4.6%	5.6%	?	-24.5%	18.4%	-8.8%
CCCCn1c(SCC(=O)N2CC(C)CC(C)C2)nc2cc(S(N)(=O)=O)ccc21 (centres undefined)	-10.4%	0.7%	9.8%	0.4%	8.6%	i	1.2%	-4.3%
COC1=C(N2CCOCC2)C(=O)c2ccccc2C1=O	-21.6%	10.4%	5.3%	0.0%	-11.6%	i	16.0%	1.0%
COc1ccc(-c2n[nH]c(=S)n2-c2ccccc2C)cc1	-9.5%	-1.6%	-3.2%	5.0%	6.3%	-27.0%	?	3.4%
O=C(CCc1ccccc1)NCCSCc1c(F)cccc1Cl	2.5%	-0.6%	7.7%	11.6%	3.2%	-1.4%	-0.6%	-3.7%
Cc1cc(Nc2nc3ccccc3[nH]c2=O)n(-c2ccccc2)n1	4.7%	1.9%	-3.2%	-0.2%	?	-16.8%	-0.7%	5.2%
Cc1ccc(S(=O)(=O)N2C3CC(c4ccccc4)N(S(=O)(=O)c4ccccc4Cl)CC3C(=O)C[C@H]2c2ccccc2)cc1 (some centres undefined)	1.5%	-2.3%	-4.5%	0.0%	9.2%	-9.2%	8.4%	-7.7%
CCOc1cccc(-c2nnc3sc(COc4ccc(OC)cc4)nn23)c1	-8.5%	0.6%	5.4%	3.4%	-0.8%	-7.4%[57.5 µM]	15.8%	-0.3%
CC(C)(C)N(Cc1ccccc1)C(=O)COC(=O)c1ccccc1SCC(=O)N1CCCC1	2.5%	5.2%	-6.7%	6.8%	38.7%	i	-1.4%	-2.2%
COc1cccc(/C=C/C(=O)OC(C)C(=O)Nc2c(C)n(C)n(-c3ccccc3)c2=O)c1 (centres undefined)	16.8%	6.9%	9.3%	-8.2%	21.0%	-0.2%	-4.4%	9.1%
O=C(c1cccc(S(=O)(=O)N2CCc3ccccc32)c1)N1CCCC(C(F)(F)F)C1 (centres undefined)	-9.8%	8.7%	-5.1%	-8.3%	33.2%	-16.9%	15.4%	-7.3%
O=C(Cn1cccc1C(=O)c1ccccc1)NCc1cccnc1	-0.1%	5.6%	-0.1%	0.7%	-6.1%	-2.2%[57.5 µM]	10.5%	7.6%
CS(=O)(=O)Cc1ccc(C(=O)N2CCN(C(=O)c3cccs3)CC2)cc1	-21.2%	4.7%	-1.4%	-6.2%	3.2%	-3.8%	15.4%	-2.4%
O=C(CN1CCOCC1)Nc1ccccc1-c1ccccc1	-16.1%	-2.9%	2.0%	-0.3%	9.1%	-17.7%	12.4%	0.0%
COC(=O)CCn1nc(-c2ccc(C)cc2)c2ccccc2c1=O	-12.7%	-4.4%	4.5%	7.3%	17.6%	i	8.6%	4.7%
Cc1c(/C=N/NC(=O)c2cccnc2)cc(C#N)n1C	-5.9%	0.9%	1.0%	-1.4%	13.1%	-5.4%	20.3%	1.6%
CCOC(=O)N1CCN(S(=O)(=O)c2ccc(C(=O)NNc3nc4c(C)cc(C)cc4s3)cc2)CC1	-29.0%	-6.1%	-19.1%	11.0%	?	i	14.5%	-7.3%

Structural class: those above with fluorine.
SMILES	EPAC1 antag	EPAC2 ag	EPAC1 agonist	aSyn rescue	FUS yeast rescue	PTHR1 agonist	TDP43 rescue	EPAC2 antag
O=C(CCc1ccccc1)NCCSCc1c(F)cccc1Cl	2.5%	-0.6%	7.7%	11.6%	3.2%	-1.4%	-0.6%	-3.7%
O=C(c1cccc(S(=O)(=O)N2CCc3ccccc32)c1)N1CCCC(C(F)(F)F)C1 (centres undefined)	-9.8%	8.7%	-5.1%	-8.3%	33.2%	-16.9%	15.4%	-7.3%

New compounds follow:
SMILES	EPAC1 antag	EPAC2 ag	EPAC1 agonist	aSyn rescue	FUS yeast rescue	PTHR1 agonist	TDP43 rescue	EPAC2 antag
Cc1nc(N2CCN(C)CC2)c2c(C)c(C(=O)Nc3ccc(C)c(F)c3)sc2n1	9.9%	1.0%	-0.6%	-1.2%	10.1%	-2.5%[57.5 µM]	-28.9%	-2.6%
N#CC12COC3(CCCCC3C1(C#N)C#N)OC2=N (centres undefined)	14.0%	7.6%	2.0%	-3.2%	-18.7%	-30.8%[inhibitor]	16.7%	3.5%
O=C(Nc1ccccc1)c1ccc(Nc2c([N+](=O)[O-])cc([N+](=O)[O-])c3ccccc23)cc1	-22.3%	-9.4%	10.7%	-2.5%	-4.7%	-50.5%[inhibitor]	3.0%	?
O=C1c2ccccc2C(=O)C1Cc1cccc2ccccc12	12.0%	0.0%	3.7%	3.1%	?	i	?	16.3%
CCOC(=O)C(C(=O)OCC)C1OC(=O)c2cc3c(cc21)C(=O)OC3C(C(=O)OCC)C(=O)OCC (centres undefined)	?	-0.4%	2.7%	?	-1.2%	-28.6%	24.0%	-6.9%
COc1cccc(N2CCN(C(=O)c3cccc(N4C(=O)NC5CC4(C)Oc4c(OC)cccc45)c3)CC2)c1 (centres undefined)	2.6%	5.6%	16.8%	1.1%	13.0%	i	-8.5%	0.8%
COc1ccc(NC(=O)c2cnc(C)cn2)cc1-n1cnnn1	-21.6%	1.6%	4.1%	-0.3%	13.5%	i	-1.6%	-4.2%
CCOC(=O)c1sc2nc(NC(=O)C3CC3)sc2c1C	3.9%	1.8%	6.2%	-1.0%	-19.8%	i	-2.6%	10.4%
CSc1ccccc1NC(=O)Nc1cccc(Cl)c1C	4.5%	-0.5%	-1.1%	-16.4%	-28.2%	-6.5%	11.0%	-10.0%
O=C(NC1CCCCC1)C1CCN(S(=O)(=O)N2CCOCC2)CC1	24.3%	3.3%	5.6%	0.0%	21.7%	-3.7%	-24.4%	14.6%
Cc1ccccc1OCCn1c(=O)sc2ccccc21	-13.4%	-17.7%	15.7%	6.4%	-28.6%	-0.8%	27.5%	-1.5%
CC(C)c1ccc(NC(=O)CN(C)C2=NS(=O)(=O)c3ccccc32)cc1	-6.4%	-7.2%	14.6%	2.9%	-20.0%	i	21.2%	7.8%
COc1cccc(-c2nnn(CC(C)=O)n2)c1	6.6%	2.4%	3.7%	1.0%	10.7%	-27.6%	2.3%	2.6%
CC(=O)c1ccc(NC(=O)C2CCCN2S(=O)(=O)c2cccc3cccnc23)cc1 (centres undefined)	-7.9%	2.8%	0.6%	0.6%	-5.8%	i	19.1%	-7.3%
Nc1ccc2c(c1)Cc1c(F)cccc1-2	-19.1%	-1.0%	-1.7%	13.1%	4.8%	i	12.5%	-9.6%
COc1ccc(CCNC(=O)CN2C(=O)CCSc3ccccc32)c(OC)c1	5.2%	6.3%	8.0%	-0.9%	6.2%	i	-10.6%	-3.9%
Cc1ccc(OCC(=O)NNC(=O)CSc2ncnc3sc(C)c(C)c23)cc1	2.2%	9.0%	-1.3%	-0.4%	-30.4%	-27.0%	25.7%	10.3%
CC1(C)CNC(=O)C=C(c2ccccc2)C1	8.6%	0.2%	4.9%	-3.2%	-3.2%	i	-11.8%	21.4%
O=C(Nc1ccc(Cl)c(C(F)(F)F)c1)C1Cc2c(-c3ccccc3Oc3ccccc3)ccnc2O1 (centres undefined)	-18.6%	9.2%	-16.3%	10.6%	26.4%	i	5.5%	1.9%
CC(=O)c1c(C)[nH]c(C(=O)OCC(=O)N2c3ccccc3NC(=O)C2(C)C)c1C	-2.2%	11.6%	9.6%	-2.9%	12.4%	-5.7%	-10.3%	-12.5%
Cc1c(C(=O)N2CCN(c3ccc(C(F)(F)F)cn3)CC2)oc2ccccc12	?	13.4%	13.7%	-3.5%	35.2%	-6.6%[57.5 µM]	?	-0.9%
Cc1ccc(CSc2ccc3nnc(-c4cccnc4)n3n2)cc1	-4.4%	8.4%	-4.1%	-1.5%	25.3%	-5.5%	7.2%	17.3%
COc1ccccc1N(Cc1ccccc1)S(=O)(=O)c1cccc(C(=O)N2CCCCC2)c1	-13.1%	6.6%	-1.8%	-11.8%	?	-30.1%[inhibitor]	0.0%	-21.8%

Sorted by heavy-atom count (ascending): 4 of the compounds above.
SMILES	EPAC1 antag	EPAC2 ag	EPAC1 agonist	aSyn rescue	FUS yeast rescue	PTHR1 agonist	TDP43 rescue	EPAC2 antag
COc1cccc(-c2nnn(CC(C)=O)n2)c1	6.6%	2.4%	3.7%	1.0%	10.7%	-27.6%	2.3%	2.6%
COc1ccc(NC(=O)c2cnc(C)cn2)cc1-n1cnnn1	-21.6%	1.6%	4.1%	-0.3%	13.5%	i	-1.6%	-4.2%
O=C(NC1CCCCC1)C1CCN(S(=O)(=O)N2CCOCC2)CC1	24.3%	3.3%	5.6%	0.0%	21.7%	-3.7%	-24.4%	14.6%
CC(=O)c1ccc(NC(=O)C2CCCN2S(=O)(=O)c2cccc3cccnc23)cc1 (centres undefined)	-7.9%	2.8%	0.6%	0.6%	-5.8%	i	19.1%	-7.3%
